ADAM10 inh: ADAM10 inhibition, QFRET primary screen. recombinant ADAM10, EDANS/DABCYL FRET peptide cleavage, 3 h. 370,000 compounds, 0.62% hits. AID 720582. inhibition, % at 7 µM;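 active = inhibition above a per-campaign cutoff equal to the mean of compounds falling between control-based bounds plus 3 SD, cut at about 20% in these data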;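 also: 0% = DMSO wells while the 100% control is not disclosed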
Target sequence (O14672 214-748 limits assumed): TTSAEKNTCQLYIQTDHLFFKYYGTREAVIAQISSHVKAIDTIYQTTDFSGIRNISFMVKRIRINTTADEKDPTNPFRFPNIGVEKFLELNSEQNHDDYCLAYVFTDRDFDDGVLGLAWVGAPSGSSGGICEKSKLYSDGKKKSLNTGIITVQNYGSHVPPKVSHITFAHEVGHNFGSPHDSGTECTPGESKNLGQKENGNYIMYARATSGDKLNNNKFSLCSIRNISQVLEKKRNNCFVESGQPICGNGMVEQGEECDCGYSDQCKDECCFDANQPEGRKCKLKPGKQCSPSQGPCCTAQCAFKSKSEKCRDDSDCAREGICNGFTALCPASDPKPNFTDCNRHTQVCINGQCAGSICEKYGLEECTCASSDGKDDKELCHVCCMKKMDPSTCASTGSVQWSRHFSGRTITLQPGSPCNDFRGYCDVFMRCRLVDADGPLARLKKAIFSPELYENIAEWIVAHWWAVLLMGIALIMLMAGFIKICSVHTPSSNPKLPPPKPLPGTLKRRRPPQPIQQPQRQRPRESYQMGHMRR
ASAP1 inh: blocks human ASAP1-stimulated Arf1 GTP hydrolysis | Q9ULH1 | GDP FP detection | inhibition, % at 16.5 µM | 360,000 compounds, 0.19% hits; in the data active = inhibition above about 25%;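 also: 0% = vehicle with enzyme and substrate and 100% = no enzyme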
Target sequence (Q9ULH1 325-724 limits assumed): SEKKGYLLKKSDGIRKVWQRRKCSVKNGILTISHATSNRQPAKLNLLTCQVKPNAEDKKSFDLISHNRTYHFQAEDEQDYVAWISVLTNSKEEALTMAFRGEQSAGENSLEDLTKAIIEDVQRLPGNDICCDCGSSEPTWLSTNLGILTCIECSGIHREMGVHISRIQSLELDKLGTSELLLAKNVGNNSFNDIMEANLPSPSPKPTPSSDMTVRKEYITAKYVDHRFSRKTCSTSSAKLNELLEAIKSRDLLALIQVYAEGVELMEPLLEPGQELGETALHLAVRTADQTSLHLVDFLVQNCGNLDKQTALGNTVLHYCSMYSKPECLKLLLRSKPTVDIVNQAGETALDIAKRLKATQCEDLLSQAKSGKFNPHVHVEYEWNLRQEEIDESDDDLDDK
DDE Tn6 FP inh: DD(E)-Tn6 binding inhibition, primary FP screen; P02675; 370,000 compounds, 0.21% hits; inhibition, % at 8.3 µM; Fibrin DD(E) TRITC-Tn6 fluorescence polarization displacement;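 active = inhibition above a per-campaign cutoff: mean of compounds within control limits plus 3 SD, cut at about 15% in these data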;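 also: 0% = median of all compound wells on the plate and 100% = blocking peptide control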
proKLK7 act: proKLK7 (human) activation, primary screen; purified proKLK7, EDANS-DABCYL substrate fluorescence; 100% is mature enzyme control, 0% vehicle; P49862; activation, % at 7 µM; AID 652039; 370,000 compounds, 0.9% hits;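 active = activation above the mean of all tested compounds plus 3 SD, computed per campaign excluding outliers beyond control limits, cut at about 13% in these data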
FXN GAA850 act: increases GAA850 frataxin promoter reporter activity; activation, % at 6 µM; 360,000 compounds, 0.56% hits; HEK293 lucGAA850 FXN promoter luciferase reporter, 24 h; percent of 10 µM SAHA response; AID 540364;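 active = activation above the average of all compounds screened plus 3 SD, cutoff fixed separately per campaign, cut at about 7.5% in these data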;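 also: 0% = DMSO wells and 100% = 10 µM SAHA wells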
ARFGAP1 inhibitor: inhibitors of rat ARFGAP1; AID 651572; 360,000 compounds, 0.26% hits; Arfgap1-stimulated ARF1 GTP hydrolysis, GDP FP detection; inhibition, % at 16.5 µM;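 active = inhibition above a per-plate limit, mean inhibition of low control wells plus 3 SD, cut at about 25% in these data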;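 also: 0% = DMSO wells with enzyme and 100% = wells lacking Arfgap1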
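Replicates: Single well per compound | Assay system: Truncated rat Arfgap1 GAP domain | Control set: No-Arfgap1 wells (100%) versus DMSO full-reaction wells (0%) | Times: Enzyme reaction 120 min at 25 °C after 20 min preincubation | Reagent: Human ARF1(Δ1-17)-GTP substrate | Measured by: Tracer-displacement fluorescence polarization with EDTA stop, 620/688 nm | Measure: Percent inhibition of Arfgap1-stimulated GTP hydrolysis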
NPR1 activator: GC-A (human) enzyme activation | P16066 | HEK293 GC-A cells, cGMP TR-FRET, EC30 ANP; 0% at EC30 ANP, 100% saturating ANP | activation, % at 10 µM | 370,000 compounds, 0.14% hits | AID 1671463; in the data active = activation above about 40%
GC-B act: GC-B (human) receptor activation; P20594; HEK293-GC-B cells, CNP EC30, cGMP TR-FRET; 0% at EC30 CNP, 100% saturating CNP; 370,000 compounds, 0.11% hits; activation, % at 10 µM;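 active = activation at 10 µM reaching about 35% in either raw or pattern-adjusted values, limit read from the data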
rCAG RNA binder: r(CAG) repeat RNA binding | TO-PRO-1 dye displacement fluorescence | inhibition, % at 3 µM | 370,000 compounds, 1.3% hits;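 active = inhibition above the plate cutoff, the mean of all test compounds on that plate plus 3 SD, cut at about 35% in these data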;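 also: 0% = DMSO alone and 100% = 100 µM mitoxantrone as full dye displacement; higher means more dye released from RNA so lower well fluorescence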
sPLA2-III inh: Inhibits HGIII-sPLA2 liposome hydrolysis, primary screen; QFRET BODIPY PC-A2 liposome hydrolysis, fluorescence; Q9NZ20; inhibition, % at 12.2 µM; 370,000 compounds, 0.56% hits;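 active = inhibition above mean plus 3 SD of compounds lying within the high and low control bounds, cut at about 19% in these data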;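 also: 0% = median of test compound wells and 100% = no enzyme DMSO wells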
The depositor's hits bear a star; . = not tested or not shown. Rows were taken by chance. About 4.5% of those tested had a hit in this group.

Under each structure: ASAP1 inh	DDE Tn6 FP inh	ADAM10 inh	proKLK7 act	NPR1 activator	ARFGAP1 inhibitor	rCAG RNA binder	sPLA2-III inh	GC-B act	FXN GAA850 act
> CC12CCC(=O)N1C(C(=O)Nc1nc(-c3ccc(F)cc3)cs1)CS2 (stereo not given)
    10	1	1	-0.1	46*	2	6	9	4	4.8
> O=C(c1ccc(CSc2ccccc2)cc1)N1CCCCCC1
    -9	4	6	0.6	2	11	2	4	-1	1.8
> COC(=O)NC1(C(=O)O)CCCC1
    -6	4	7	0.5	-2	-6	3	-7	2	-3.0
> O=C(NNC(=S)NC(=O)c1ccccc1[N+](=O)[O-])c1ccccc1[N+](=O)[O-]
    -18	13	4	0.4	-4	2	5	23*	0	2.3
> CCCCN1C(=O)C(O)(CC(=O)c2ccccc2OC)c2ccccc21 (stereo not given)
    -7	-1	10	0.1	1	-17	2	-3	-4	1.8
> CN(c1ccc(OCC(=O)NC2CCCC2)cc1)S(=O)(=O)c1cccs1
    9	-7	2	-0.6	0	4	-6	-9	-1	0.2
> CCN(C[C@H]1N[C@@](Cc2ccccc2)(C(=O)OC)[C@H]2C(=O)N(Cc3ccccc3)C(=O)[C@@H]12)C(=O)Nc1ccc(Cl)cc1
    0	5	11	-0.2	-7	-3	7	-3	6	-6.8
> COc1ccccc1OCCCc1c(C)n[nH]c1C
    2	-5	11	-0.4	0	-2	-4	6	1	1.4
> CCN(C(=O)CSc1nc(C)nc2sc3c(c12)CCC3)C1CCS(=O)(=O)C1 (stereo not given)
    -15	2	-6	0.1	-7	11	4	-6	-2	0.6
> CCc1cc2c(=O)[nH]c(Cc3ccc(Cl)cc3)nc2s1
    -6	-3	4	0.1	7	11	-2	3	4	2.1
> CCOC(=O)CC1C(=O)NCCN1C(=S)NC(=O)c1ccc(C)c(Br)c1 (stereo not given)
    -4	9	-4	0.3	0	-2	6	9	-1	1.1
> Cc1ccc(O)c(NC(=O)C2CC(c3ccc(F)cc3)=NO2)c1 (stereo not given)
    12	2	-7	-0.4	0	-10	-1	-20	6	-0.3
> CS(=O)(=O)N(CC(=O)NCCSCc1cccc(Cl)c1)c1ccc2c(c1)OCO2
    12	1	3	0.8	1	2	2	-6	1	1.8
> O=C(COC(=O)CNC(=O)c1ccc(Cl)cc1Cl)NNC(=O)c1ccccc1F
    9	1	-6	0.5	2	-7	1	7	-3	3.5
> O=S(=O)(Nc1nc2ccccc2nc1Cl)c1ccccc1
    -6	-2	-21	0.9	15	-15	7	-14	8	2.7
> Cc1ccc(CCNC(=O)c2cc(S(=O)(=O)N3CCCC3)cn2C)cc1
    8	2	6	0.2	1	2	2	-2	-5	-1.5
> CN1CCN(c2ccc(-c3ccnn3C(=O)Nc3ccccc3)cc2)CC1
    -9	2	0	0.3	2	7	1	1	-2	3.5
> Cc1ccc(NC(=O)Nc2ccc(F)cc2F)c(OC(F)F)c1
    3	-2	0	-0.1	12	20	-1	6	-1	1.1
> CCN(C(=O)COc1ccccc1C(=O)NCc1ccccc1)C1CCS(=O)(=O)C1 (stereo not given)
    5	0	-19	-0.7	4	1	0	5	3	-0.7
> O=C(NC(=S)Nc1ccc(N2CCCCC2)c(Cl)c1)c1ccc2c(c1)OCCO2
    16	-1	-11	0.2	2	-2	-1	2	2	1.0
> O=C(CSc1nc2ccccc2c(=O)[nH]1)Nc1nc(-c2ccc(Br)cc2)cs1
    10	-3	-3	0.1	9	-21	13	-1	-2	0.1
> O=C1c2ccccc2C(=O)N1CCCOCc1c[nH]c(=O)[nH]c1=O
    4	-2	4	0.0	1	4	-1	-5	-12	1.1
> O=C(c1cc(-c2cccs2)on1)N1CCN(C(c2ccccc2)c2ccccc2)CC1
    -8	7	4	0.3	-3	6	1	0	-5	-0.3
> Cc1ccccc1CC(=O)Nc1cccc(S(=O)(=O)N2CCCC2)c1
    24	-5	1	-0.1	0	1	5	-5	3	-1.1
> CCC(C)n1cnc2c(c1=O)c1nc3ccccc3nc1n2-c1ccc2c(c1)OCCO2 (stereo not given)
    -11	-7	-9	-1.4	7	0	1	5	4	1.1
> CCOc1ccccc1NC(=O)C1CCCN(S(=O)(=O)c2ccc(-n3cnnn3)cc2)C1 (stereo not given)
    -5	1	-5	0.5	5	-6	-1	8	2	0.3
> Cc1nn(-c2ccccc2)nc1C(=O)c1c(C)[nH]n(-c2ccccc2)c1=O
    -4	-1	-6	-0.2	-6	-7	2	-1	-6	-0.2
> COc1cc(NC(=O)c2ccc3c(c2)OCCO3)ccc1NC(=O)c1ccccc1Cl
    1	0	-3	0.0	2	5	-2	3	0	0.2
> CCOC(=O)Nc1ccc2c(c1)N(C(=O)CCN1CCN(CCO)CC1)c1ccccc1S2
    7	-3	-2	0.0	3	-1	1	-1	-7	-0.4
> COc1ccccc1OCC(=O)Nc1cccc(C(=O)N2CCOCC2)c1
    -6	-3	7	0.1	-1	-5	-4	5	1	0.2
> O=c1[nH]cnc2c1sc(=S)n2-c1ccccc1
    -7	5	1	-0.7	6	-12	0	5	-3	-1.0
> CC1=NN(c2ccccc2)C(=O)/C1=C\N(O)c1ccccc1
    -5	-1	8	0.3	2	7	-2	1	-2	1.8
> NC(=O)CCCC1=NS(=O)(=O)c2ccccc2N1
    4	5	0	-0.5	-1	4	0	0	-1	-1.9
> COC(=O)[C@]12C[C@H](CC(=O)NCc3cccs3)C(=O)N(CCc3ccc(OC)c(OC)c3)C1=C[C@H](C1CCCC1)O[C@@H]2C
    .	9	8	0.3	-2	.	3	-15	-1	.
> Cc1cccc(-n2ccnc2SCC(=O)N2CCCc3ccccc32)c1C
    -2	4	14	0.9	-13	5	-2	-5	-10	3.2
> CCOC(=O)Cn1nc(C)c(NC(=O)c2ccc(Br)o2)c1C
    3	2	-1	0.4	0	1	-1	4	10	-0.4
> Cc1ccc(NC(=O)[C@@H]2CCCN2S(=O)(=O)c2ccccc2F)cc1
    11	-7	0	0.5	3	-2	5	-3	1	2.4
> COc1ccc(S(=O)(=O)N2CCOCC2)cc1NC(=O)c1cc2ccccc2o1
    -11	-4	2	0.8	7	-11	12	-17	10	2.5
> COc1ccc(Cl)cc1NC(=S)Nc1cccc(C)c1
    1	1	3	-0.6	1	-3	-2	4	-1	1.4
> Cc1nn(Cc2ccc(Cl)cc2Cl)c(C)c1NC(=O)C1C2CCC(O2)C1C(=O)O (stereo not given)
    1	9	-10	0.1	2	8	-5	8	5	1.9
> CCOc1cc(OCC)cc(C(=O)N2CCC[C@@H]2C(=O)N2CCC[C@@H]2C(=O)NCc2cccc(OC)c2)c1
    -1	-4	-1	-0.5	2	-2	0	4	-4	.
> Cc1ccc(Cl)cc1N1CCN(S(=O)(=O)N2CCCCC2)CC1
    8	4	3	0.3	-6	-2	-4	-5	4	2.2
> CCN1CCN(c2sc(S(=O)(=O)CC)nc2S(=O)(=O)c2ccc(Cl)cc2)CC1
    6	3	-6	-0.6	6	-3	0	-8	10	-2.9
> COc1ccc(/C=N/Nc2ccc(C(=O)O)cc2)cc1Br
    -6	-6	0	0.6	0	-9	12	-20	-8	3.4
> O=C(c1ccc(C(F)(F)F)cc1)N1CCN(S(=O)(=O)c2ccc3c(c2)OCCCO3)CC1
    14	4	-1	0.4	0	-1	-5	-3	-1	-0.1
> COc1ccc2c(c1)C(=O)N(c1ccc(C)cc1)C(=O)C2
    -4	0	-4	-0.7	0	-3	6	-5	-1	1.8
> Cc1ccc(Cl)cc1-c1ccc(C=Nc2ccc(N3CCOCC3)cc2)o1
    -4	-2	-3	-1.6	-2	-10	2	0	-11	1.1
> CNC(=O)c1c(NC(=O)C2=COCCO2)sc2c1CCCC2
    1	0	-4	-0.3	-1	-1	-1	-13	1	0.3
> O=C(NCc1ccccn1)c1cccc(S(=O)(=O)N2CCCCC2)c1
    -10	-3	-2	0.0	2	6	1	4	-2	1.6
> CN(C)S(=O)(=O)c1ccc(Cl)c(NC(=O)c2ccncc2)c1
    -2	4	-7	0.7	-4	-9	-1	4	-1	0.8
> CCCCn1c(SCCN2CCCCC2)nc2c1c(=O)n(C)c(=O)n2C
    8	-4	-6	-0.2	0	-3	-4	3	-5	1.6
> O=C(N/N=C/c1cc2ccccc2[nH]1)c1ccccc1Cl
    -8	-1	6	0.4	-4	8	6	-8	-4	2.4
> CC(C)(C)NC(=O)C1CC(=O)N(CCc2ccc(F)cc2)C1 (stereo not given)
    9	4	-8	-0.5	-1	1	-4	6	2	-0.2
> CC(=O)C1=CCC(c2cccc(Cl)c2)N(S(=O)(=O)c2ccc(C)cc2)C1 (stereo not given)
    -5	-1	6	-0.1	-8	-11	2	-4	-7	.
> O=C(N/N=C/c1ccco1)c1csc2c1CCCC2
    0	-1	4	0.1	3	-2	1	2	-3	1.3

11 structures out of the list, arranged by heavy-atom count, descending:
Under each structure: ASAP1 inh	DDE Tn6 FP inh	ADAM10 inh	proKLK7 act	NPR1 activator	ARFGAP1 inhibitor	rCAG RNA binder	sPLA2-III inh	GC-B act	FXN GAA850 act
> O=C(c1ccc(C(F)(F)F)cc1)N1CCN(S(=O)(=O)c2ccc3c(c2)OCCCO3)CC1
    14	4	-1	0.4	0	-1	-5	-3	-1	-0.1
> CS(=O)(=O)N(CC(=O)NCCSCc1cccc(Cl)c1)c1ccc2c(c1)OCO2
    12	1	3	0.8	1	2	2	-6	1	1.8
> O=C(CSc1nc2ccccc2c(=O)[nH]1)Nc1nc(-c2ccc(Br)cc2)cs1
    10	-3	-3	0.1	9	-21	13	-1	-2	0.1
> Cc1ccc(Cl)cc1-c1ccc(C=Nc2ccc(N3CCOCC3)cc2)o1
    -4	-2	-3	-1.6	-2	-10	2	0	-11	1.1
> CCOC(=O)CC1C(=O)NCCN1C(=S)NC(=O)c1ccc(C)c(Br)c1 (stereo not given)
    -4	9	-4	0.3	0	-2	6	9	-1	1.1
> CC12CCC(=O)N1C(C(=O)Nc1nc(-c3ccc(F)cc3)cs1)CS2 (stereo not given)
    10	1	1	-0.1	46*	2	6	9	4	4.8
> O=C1c2ccccc2C(=O)N1CCCOCc1c[nH]c(=O)[nH]c1=O
    4	-2	4	0.0	1	4	-1	-5	-12	1.1
> CCOC(=O)Cn1nc(C)c(NC(=O)c2ccc(Br)o2)c1C
    3	2	-1	0.4	0	1	-1	4	10	-0.4
> O=S(=O)(Nc1nc2ccccc2nc1Cl)c1ccccc1
    -6	-2	-21	0.9	15	-15	7	-14	8	2.7
> CCc1cc2c(=O)[nH]c(Cc3ccc(Cl)cc3)nc2s1
    -6	-3	4	0.1	7	11	-2	3	4	2.1
> O=C(N/N=C/c1ccco1)c1csc2c1CCCC2
    0	-1	4	0.1	3	-2	1	2	-3	1.3
